DT40 TDP1 no CPT: qHTS for Inhibitors of human tyrosyl-DNA phosphodiesterase 1 (TDP1): qHTS in cells in absence of CPT | Potency, µM (titrated, usually from 46.2 µM), for inactives: at the top dose activity change, negative = growth inhibition, hits mostly inhibitors | 420,000 compounds, 15% hits | DT40 Tdp1-/- hTDP1 cells, no CPT, ATP luminescence, 48 h | AID 686978, 2013; further: nearly all actives have a fitted effect of over 55% in size
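No-CPT arm: Tdp1-/-;hTDP1 DT40 cells (400/well) plus compounds, incubated ≥48 hr at 37 °C. Readout CellTiter-Glo luminescence.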
DT40 TDP1 CPT: qHTS for Inhibitors of human tyrosyl-DNA phosphodiesterase 1 (TDP1): qHTS in cells in presence of CPT. chicken DT40 Tdp1-/-;hTDP1 cells + 20 nM CPT, ATP luminescence, 48 h. Potency, µM (doses to about 46.2 µM), without a hit: top-dose activity change, negative = growth inhibition, hits mostly inhibitors. 420,000 compounds, 12% hits. AID 686979, 2013; further: nearly all actives have a fitted effect of over 55% in size
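Cell growth measured by CellTiter-Glo luminescence after a minimum 48 h, 37 C compound exposure with 20 nM CPT in Tdp1-knockout DT40 cells stably expressing hTDP1, seeded 400/well; qHTS titration format.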
KAT2A inh: qHTS Assay for Inhibitors of GCN5L2; Potency, µM (highest dose often 58.9 µM), inactives show at the top dose activity change, negative = inhibition, hits mostly inhibitors; AID 504327, 2011; 390,000 compounds, 0.21% hits; GCN5L2 HAT assay, ThioGlo1 CoA-SH fluorescence; Histone acetyltransferase KAT2A (Homo sapiens), Q92830
Target sequence (Q92830 whole entry, looked up): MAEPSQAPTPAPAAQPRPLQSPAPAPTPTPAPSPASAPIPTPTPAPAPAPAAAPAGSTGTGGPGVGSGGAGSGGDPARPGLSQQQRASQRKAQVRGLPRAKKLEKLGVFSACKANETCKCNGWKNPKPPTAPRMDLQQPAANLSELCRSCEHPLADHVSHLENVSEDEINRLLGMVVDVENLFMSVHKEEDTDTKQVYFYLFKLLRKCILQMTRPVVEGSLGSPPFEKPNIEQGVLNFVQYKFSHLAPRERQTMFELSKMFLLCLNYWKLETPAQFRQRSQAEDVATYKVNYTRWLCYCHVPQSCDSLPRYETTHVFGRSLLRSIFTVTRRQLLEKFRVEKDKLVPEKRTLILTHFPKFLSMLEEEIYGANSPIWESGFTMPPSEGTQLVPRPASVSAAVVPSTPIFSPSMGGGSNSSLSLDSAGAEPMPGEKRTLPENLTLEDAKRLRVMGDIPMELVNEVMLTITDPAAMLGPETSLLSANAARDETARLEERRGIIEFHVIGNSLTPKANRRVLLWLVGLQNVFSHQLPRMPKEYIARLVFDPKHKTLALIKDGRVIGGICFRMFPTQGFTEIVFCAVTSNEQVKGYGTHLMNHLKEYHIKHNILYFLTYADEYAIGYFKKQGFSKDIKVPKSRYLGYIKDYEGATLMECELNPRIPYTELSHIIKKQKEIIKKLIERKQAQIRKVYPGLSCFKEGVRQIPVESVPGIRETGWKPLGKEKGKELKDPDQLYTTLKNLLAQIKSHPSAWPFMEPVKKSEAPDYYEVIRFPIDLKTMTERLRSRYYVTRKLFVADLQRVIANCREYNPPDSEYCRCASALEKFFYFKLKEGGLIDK
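Fluorescence readout, Ex340nm/Em540nm: ThioGlo1 (50uM final) reacts with free CoA thiol released as 20nM GCN5L2 acetylates H3(1-25) peptide (75uM) using acetyl-CoA (70uM). Compound and enzyme sat 15 min beforehand; 20 min room-temperature reaction.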
* = called active by the depositor; ? = inconclusive; nt = no result given; [ ] = dose if it differs, or a comment. The call rests on the fitted dose curve; in most records, active means well fitted curve in the direction sought with a large enough effect; inconclusive means small, poorly fitted or top-dose-only effect, or another doubt; inactive means no such curve, though single readings can be large; an effect the other way counts as inactive or inconclusive. On the % scale 0 is the no-effect control and ±100 the full control effect; potency means the concentration at half of the fitted maximal effect. A portion of the library; the hit share may differ from the screen's.

SMILES	DT40 TDP1 no CPT	DT40 TDP1 CPT	KAT2A inh
CN(CCc1ccccc1)C(=O)c1ccc(NC(=O)Cc2ccc(NC(=O)C3CCN(C(=O)C4CC4)CC3)cc2)cc1	?	23µM*	nt
COc1ccc(C2CC(c3cccc(C)c3)n3nc(N)nc3N2)cc1 (centres undefined)	-3%	?	-2%
Cc1cc(=O)c(C(=O)Nc2cccc(N3CCCC3=O)c2)nn1-c1ccccc1Cl	-25%	-3%	-5%
COc1ccc(N2CCN(C(=O)c3ccc(CNc4c(N5CCOCC5)c(=O)c4=O)cc3)CC2)cc1	-22%	10%	1%
CCCN1CCC(NC(=O)Cc2ccccc2OC)CC1	4%	1%	-2%
CN(C)CCN1C(=O)C(O)=C(C(=O)c2ccco2)C1c1ccccc1F (centres undefined)	-17%	-1%	-6%
CC(C(=O)NCc1ccccc1)N1C(=O)C2CC=C(Cl)CC2C1=O (centres undefined)	4%	5%	1%
COc1ccc(NC(=O)c2ccc3c(c2)c(C)c(C)n3Cc2ccc(F)cc2)c(OC)c1	21µM*	18µM*	?
CC(C)c1ccc(NC(=O)C2=CC=CN3CCS(=O)(=O)N=C23)cc1	?	-7%	-22%
S=C(Nc1cccc(Cl)c1)Nc1ccc2c(c1)OCCO2	-16%	-30%	2%
CC1CN(c2oc(-c3ccco3)nc2S(=O)(=O)c2ccccc2)CC(C)O1 (centres undefined)	-6%	7%	-2%
CCOc1ccccc1N1CCN(C(=O)c2ccc3c(c2)OCO3)CC1	?	?	-10%
COc1ccccc1-c1noc(-c2ccc(N3CCN(c4ccccc4)CC3)c([N+](=O)[O-])c2)n1	13µM*	23µM*	-2%
O=C(CN1CSCC1=O)N1CCN(S(=O)(=O)c2cccc(F)c2)CC1	3%	4%	2%
COc1ccc(NC(=O)CS(=O)CC(=O)NCc2cccc(C(F)(F)F)c2)cc1 (centres undefined)	2%	-17%	-9%
CCCCCC(=O)NNC(=S)NC(=O)c1ccc([N+](=O)[O-])cc1	?	-6%	?
Cc1cccc(N2CCN(C(=O)CN3C(=O)CSc4c3c(C)nn4-c3ccccc3)CC2)c1C	?	?	-6%
COCCN1Cc2cccc(C(=O)NC3CCCCCC3)c2C1=O	?	?	5%
COc1ccccc1CNC(=O)COC(=O)CC1CC2CCC1C2 (centres undefined)	-1%	-9%	-3%
Cc1sc(NC(=O)c2ccco2)c(C(Nc2ccccn2)c2ccccc2)c1C (centres undefined)	?	-15%	-9%
Cn1cnnc1Sc1ccc(C(=O)OCC(=O)Nc2cc(Cl)cc(Cl)c2)cc1[N+](=O)[O-]	-12%	-15%	0%
Cc1ccc(OCC(=O)OCc2cc(=O)n3nc(-c4cccs4)sc3n2)cc1	-3%	-5%	1%
CC(C)(C)c1ccc(-n2ncc3c2CCCC3NC(=O)CCN2CCCO2)cc1 (centres undefined)	?	23µM*	-3%
O=C(CSc1ccccc1F)NNC(=O)c1ccncc1	22%	-6%	-5%
COc1cc(-c2nnc(SCC(=O)c3ccccc3)o2)cc(OC)c1OC	?	?	-9%
CCc1ccc(S(=O)(=O)NCc2ccc(N3CCN(C)CC3)cc2)cc1	?	?	-5%
CC(c1ccccc1C(O)c1ccccc1)N(C)C (centres undefined)	-1%	-6%	-1%
C[C@@H]1CN(Cc2nnnn2CC(=O)NCCCn2cccn2)C[C@H](C)O1	-3%	-2%	nt
Cc1onc(-c2ccccc2Cl)c1C(=O)N1CCc2ccccc21	?	?	-5%
CC(OC(=O)c1ccc(Cl)c(S(=O)(=O)N2CCOCC2)c1)C(=O)Nc1ccc(S(N)(=O)=O)cc1 (centres undefined)	0%	1%	-12%
Cn1nnnc1SCCNCC#Cc1ccccc1	-8%	-12%	0%
COc1ccccc1CNC(=O)c1ccc(OC(F)F)c(OC)c1	-21%	27%	1%
O=C(O)c1ccc(-n2nc(-c3ccccc3)c3ccccc3c2=O)cc1	-24%	-17%	-1%
COc1ccc(N2C(=O)NC3CC2(C)Oc2ccc(Cl)cc23)cc1OC (centres undefined)	?	23µM*	2%
Nc1ccc(Oc2cc(N)cc(Oc3ccccc3)c2)cc1	-24%	-9%	-2%
CCOc1ccc(NC(=O)CCC(=O)OC)cc1	3%	0%	0%
CCOC(=O)c1ccc(N=Cc2cnc(N)nc2N)cc1	-20%	?	nt
Cc1cc(NS(=O)(=O)c2ccc(NC(=O)CCc3ccccc3)cc2)no1	-10%	-4%	1%
O=C(CNC(=O)c1ccc2c(c1)OCCO2)N/N=C/c1ccc([N+](=O)[O-])cc1	-10%	-25%	0%
COc1cc2nc(=S)n(CCCN3CCOCC3)c(N)c2cc1OC	-18%	-7%	-4%
Cc1ccc(Oc2ncnc(N)c2[N+](=O)[O-])cc1	-11%	7%	0%
CN1CCN(C(=O)C2CCN(S(=O)(=O)c3ccccc3[N+](=O)[O-])CC2)CC1	-15%	-5%	0%
CCc1ccc(OCC(=O)NNC(=O)Cc2ccc(S(=O)(=O)N3CCOCC3)s2)cc1	7%	11%	-1%
O=C(O)C1CCCCC1C(=O)Nc1ccc(S(=O)(=O)N2CCCCC2)cc1 (centres undefined)	-7%	-9%	-5%
Cc1ccc([N+](=O)[O-])cc1Nc1nc(N2CCCC2)nc(N2CCCC2)n1	?	?	-7%
CCn1c(Cc2ccccc2)nnc1SCC(=O)Nc1cc(C)on1	-7%	-3%	3%
O=C(Cc1c(Cl)cccc1Cl)Nc1ccc(S(=O)(=O)Nc2ncccn2)cc1	-21%	19%	-1%
O=C(NCc1ccccc1)C1CCCN(S(=O)(=O)c2cccc3nonc23)C1 (centres undefined)	?	?	-4%
O=C(COC(=O)c1ccc(Cl)nc1)Nc1ccc(N2CCOCC2)cc1	-25%	-14%	0%
CC1Cn2c(nc3sc4c(c3c2=O)CC(C)(C)OC4)N1CCO (centres undefined)	1%	5%	3%
(list continues)
SMILES	DT40 TDP1 no CPT	DT40 TDP1 CPT	KAT2A inh
CCOC(=O)c1ccc(-c2c(-c3ccc4c(c3)OCO4)noc2-c2ccsc2)cc1F	?	?	-5%
O=C(NCCCN1CCOCC1)c1onc(CSc2nc3ccccc3[nH]2)c1C(=O)NCCCN1CCOCC1	-50%	?	-2%
Cc1ccc(-c2cc(C(=O)Nc3ccc(S(=O)(=O)Nc4cc(C)on4)cc3)c3ccccc3n2)c(C)c1	-4%	-2%	-15%
CC(C)c1ccc2c(c1)NC(c1ccncc1)=NC(c1cccs1)=N2	16µM*	?	-7%
COc1cc(O)oc1C=Nc1ccc(Oc2ccccc2)cc1	-18%	-29%	7%
Cc1c(OC(C)C(=O)N[C@@H](Cc2ccccc2)C(=O)O)ccc2c3c(c(=O)oc12)CCCC3 (some centres undefined)	3%	3%	-9%
Cc1nc2ccccc2c(=O)n1CCN1CCOCC1	-14%	-3%	-3%
BrC(/C=N/Nc1nc(N2CCOCC2)nc(N2CCOCC2)n1)=C/c1ccccc1	21µM*	16µM*	-14%
CC(=O)NS(=O)(=O)c1ccc(NC(=O)C(Sc2ccccc2)c2ccccc2)cc1 (centres undefined)	-18%	9%	-12%
CCOc1ccccc1C(=O)NC(C(=O)OCC(=O)Nc1nnc(-c2ccccc2)o1)C(C)C (centres undefined)	-20%	-8%	-17%

One compound at a time, from the list above:
Cc1c(OC(C)C(=O)N[C@@H](Cc2ccccc2)C(=O)O)ccc2c3c(c(=O)oc12)CCCC3 (some centres undefined) is listed as DT40 TDP1 no CPT: 3%; DT40 TDP1 CPT: 3%; KAT2A inh: -9%
BrC(/C=N/Nc1nc(N2CCOCC2)nc(N2CCOCC2)n1)=C/c1ccccc1 is listed as DT40 TDP1 no CPT: 21µM*; DT40 TDP1 CPT: 16µM*; KAT2A inh: -14%

(cont.)
SMILES	DT40 TDP1 no CPT	DT40 TDP1 CPT	KAT2A inh
O=C(O)c1cccc(NC(CNS(=O)(=O)c2ccc(Cl)cc2)c2ccccc2)c1 (centres undefined)	4%	0%	-16%
Cc1ccccc1N1CCN(C2CCCN(C(=O)c3ccsc3)C2)CC1 (centres undefined)	?	?	-1%
Cc1ccc(/C=C2/CCc3c([nH]c4ccccc34)C2=O)cc1	?	?	?
COc1ccc(-c2nc3sc(CCNC(=O)C(=O)Nc4cc(F)ccc4F)c(C)n3n2)cc1	-1%	15%	0%
Cc1c(CCOC(=O)c2ccccc2)sc[n+]1Cc1ccccc1	23µM*	16µM*	-1%
CCC(=O)c1ccc(OCC(=O)OC(C)C(=O)NCc2ccc3c(c2)OCO3)cc1 (centres undefined)	-13%	-10%	-26%
COc1ccccc1NS(=O)(=O)c1ccc(C)c(NS(=O)(=O)c2cc(NC(C)=O)ccc2OC)c1	?	-4%	nt
COCCCNC(=O)C(=O)N/N=C/c1cc2c(cc1Br)OCO2	-23%	-19%	-7%
COc1ccc(-c2onc(C)c2-c2ccc(C(=O)OC(C)C)o2)c(O)c1	16µM*	21µM*	-13%
O=C1c2cccc3c2N(CCC3)C(=O)C1(F)c1ccccc1 (centres undefined)	?	-11%	nt

Three structures from above, sorted by heavy-atom count, largest number first.
SMILES	DT40 TDP1 no CPT	DT40 TDP1 CPT	KAT2A inh
COc1ccc(-c2nc3sc(CCNC(=O)C(=O)Nc4cc(F)ccc4F)c(C)n3n2)cc1	-1%	15%	0%
Cc1ccccc1N1CCN(C2CCCN(C(=O)c3ccsc3)C2)CC1 (centres undefined)	?	?	-1%
COCCCNC(=O)C(=O)N/N=C/c1cc2c(cc1Br)OCO2	-23%	-19%	-7%

(listing goes on)
SMILES	DT40 TDP1 no CPT	DT40 TDP1 CPT	KAT2A inh
COc1ccccc1N(C)S(=O)(=O)c1ccc(C(=O)NCC(c2ccco2)N2CCCCC2)cc1 (centres undefined)	?	?	nt
CCCOc1ccc(C(=O)NC(=S)N2CCN(c3cc4c(cc3F)c(=O)c(C(=O)O)cn4CC)CC2)cc1	15µM*	16µM*	-2%
C#CCOCCOCCOCCNc1nc(N2CCN(C(=O)Cn3cc(CCO)nn3)CC2)nc(N2CCN(C(=O)Cn3cc(CC(C)O)nn3)CC2)n1 (centres undefined)	-9%	-3%	nt
COc1ccccc1NC(=O)NNC(=O)CCc1ccccc1	21%	1%	-26%
COCCN(C(=O)COC(=O)c1cnc(C)cn1)c1c(N)n(Cc2ccccc2)c(=O)[nH]c1=O	4%	10%	3%
CCOC(=O)c1[nH]c2c(c1C)C(=O)CC(c1ccc(OCC)c(OC)c1)C2 (centres undefined)	?	-25%	-4%
COc1cccc(CC2(CO)CCCN(Cc3cn[nH]c3-c3cc(C)ccc3C)C2)c1 (centres undefined)	?	?	-3%
C[C@H]1COC(=O)[C@H](Cc2ccc(F)cc2)C/C=C\C[C@H](CC(=O)NCCO)C(=O)N1	-4%	-26%	-5%
CC1CCCCN1C(=O)CSc1nnc(-c2ccco2)o1 (centres undefined)	-17%	-7%	-3%
NNC(=O)c1sc2cc(C(F)(F)F)cnc2c1-c1cccnc1	-5%	32%[activator]	-4%
O=C(Cn1c(CO)nc2ccccc21)Nc1ccc2c(c1)OCCCO2	0%	-23%	-5%
COC(=O)c1ccc(/C=C2/SC(=S)N(CCCC(=O)Nc3ccc(O)cc3)C2=O)cc1	13µM*	?	?
C=C(C)CSc1nc2c(cc1C#N)CCC2	-16%	2%	-4%
Cc1cc2nc(-c3cccnc3SCC(=O)NC(C)C)[nH]c2cc1C	?	?	-3%
COC(=O)c1ccc(CSc2nnc(NC(=O)C3CC(=O)N(c4ccc5c(c4)OCCO5)C3)s2)cc1 (centres undefined)	21µM*	23µM*	-14%
CCN(CC)S(=O)(=O)c1cc(NC(=O)c2ccc(-n3cncn3)c([N+](=O)[O-])c2)ccc1C	23µM*	?	-9%
CC1(C(=O)Nc2ccc3c(c2)OCCO3)CCN1Cc1csc2ccccc12 (centres undefined)	?	?	nt
CCN(CC)c1nc(C#N)nc(OC)n1	-20%	?	nt
COc1ccc(-n2nc(C(=O)NCC(=O)N3CCCC(C)C3)c3ccccc3c2=O)cc1Cl (centres undefined)	?	1%	-5%
Cc1ccc(OCC(=O)Nc2ccc(Cl)cc2)c([N+](=O)[O-])n1	1%	-5%	-2%

Random excerpt: 6 entries already listed
SMILES	DT40 TDP1 no CPT	DT40 TDP1 CPT	KAT2A inh
CCN(CC)S(=O)(=O)c1cc(NC(=O)c2ccc(-n3cncn3)c([N+](=O)[O-])c2)ccc1C	23µM*	?	-9%
C=C(C)CSc1nc2c(cc1C#N)CCC2	-16%	2%	-4%
Cc1ccc(OCC(=O)Nc2ccc(Cl)cc2)c([N+](=O)[O-])n1	1%	-5%	-2%
COC(=O)c1ccc(CSc2nnc(NC(=O)C3CC(=O)N(c4ccc5c(c4)OCCO5)C3)s2)cc1 (centres undefined)	21µM*	23µM*	-14%
O=C(Cn1c(CO)nc2ccccc21)Nc1ccc2c(c1)OCCCO2	0%	-23%	-5%
CCN(CC)c1nc(C#N)nc(OC)n1	-20%	?	nt

From PubChem
